T cell modulator – modulators of CD8 T cell-vesicle binding, primary screen, mouse 2C CD8+ T cells, flow cytometry. 2C CD8+ T cell-vesicle binding; active compounds read low. calls only at 7 µM. 330,000 tested, 0.068% active;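 active means response, share of CD8 T cells binding vesicles, and their 90th percentile fluorescence all below set limits, cut at about 80% in these data, passing the limit was not always enough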
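Incubation: binding step 1.5 h, 37 °C, antibody labelling 20 min, ice; system: murine 2C transgenic CD8+ T lymphocytes; technique: cytometric PE anti-B7-1 and Alexa647 anti-CD8 signals after 1% paraformaldehyde fixation; also added: QL9-charged Drosophila Ld/ICAM-1/B7-1 vesicles; control set: naked versus QL9-loaded vesicles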
Myeloid diff 2 – induction of myeloid progenitor differentiation, primary screen, cell-based, flow cytometry, MLPCN library; ER-HoxA9 myeloid progenitors, lysozyme-GFP differentiation; 360,000 tested, 1% active; calls only at 10 µM;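 active means normalized GFP-positive differentiation at or above the plate's own cutoff, the solvent-only control mean plus 3 SD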;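 further: cells exposed to compound for four days before flow analysis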
human PMI inhibition – inhibitors of human PMI, primary screen, biochemical, fluorescence intensity, coupled assay (AID 1209); Mannose-6-phosphate isomerase (Homo sapiens); purified PMI enzyme, coupled fluorescence intensity; higher % means a stronger effect; inhibition, % at 20 µM; hits with a dose series show IC50 in µM; 190,000 tested, 0.42% active; in the data active means inhibition above about 50%;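 further: plate controls were DMSO vehicle for no effect and wells lacking substrate for full effect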
TNAP activation fold – human TNAP enzyme activators, primary screen, biochemical, luminescent, no phosphate acceptor, uHTS (AID 1001); one-dose activation fold at 20 µM; EC50 in µM for titrated hits; 200,000 tested, 0.03% active; purified TNAP, luminescent activation assay, no phosphate acceptor; higher activation fold means a stronger effect; in the data active means activation fold from about 3, or a potency from the dose series; inactive means the rest, 99 in 100 with activation fold below about 1.6; further: many of its hits are not listed in these tables
Dynein cargo inh – inhibitors of GR-EGFP nuclear translocation, primary screen, dynein cargo transport inhibitor project, imaging, high-content, 3617.4 mouse cells; test concentration mostly 20 µM; stimulated with dexamethasone, 1 µM; active compounds read low; z-score, hits read low; 220,000 tested, 0.47% active; AID 1381, 2008;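 active means plate z-score of nuclear minus cytoplasmic receptor signal below a set negative limit, without overly bright fluorescence or cell loss, cut at about -3.5 in these data, passing the limit was not always enough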;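 further: z-score of nuclear minus cytoplasmic ring GR-EGFP intensity difference per well; some compounds called inactive have numbers as strong as hits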
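Also added – dexamethasone, 1.0 µM final · Buffer or medium – tet-free, stripped-serum medium · Schedule – induction 48 h, compound 1 h, agonist 30 min · Detection – formaldehyde fixation, Hoechst nuclear stain, 10x automated fluorescence imaging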
Ins promoter up – insulin promoter activators in MIN6 cells, imaging, high-content screening, mouse beta cells; MIN6 insulin promoter-GFP reporter; active compounds read high; 190,000 tested, 0.3% active; z-score at 5 µM;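 active means z-score above 3 at 5 µM with at least 500 cells counted in the well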
b-catenin transl – modulators of beta-catenin nuclear translocation, primary screen, imaging, HeLa cells, immunofluorescence, high-content; 190,000 tested, 0.3% active; nuclear translocation activity, % at 5 µM;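 active means nuclear translocation activity above 50% at 5 µM, with a well cell count of 50 or more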;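 further: per-cell ratio of nuclear to cytoplasmic median beta-catenin stain intensity; plate controls were DMSO negative control for no effect and GSK-3 inhibitor IX positive control for full effect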
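Test system: human HeLa cells, endogenous beta-catenin. Times: 24 h compound exposure, 37°C. Measured by: beta-catenin immunofluorescence imaging with DAPI.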
MT stabilizer – microtubule stabilizers in HeLa cells, primary screen, imaging, high-content imaging | 200,000 tested, 0.83% active | % tubulin-high responders, % at 10 µM | HeLa tubulin immunostaining HCS, 24 h; share of cells brighter than vehicle mean+2SD;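 active means plate Z-score above 3 for both tubulin-high and condensed-nucleus cell shares, with cell loss under 80%, at 10 µM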;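 further: anti alpha tubulin signal scored within the nucleus-defined area of each cell; some results filed as inactive read as strong as hits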
Lipid droplet – inhibitors of hepatocyte lipid droplet formation, primary screen, imaging, high-throughput imaging, BODIPY stain; inhibition, % at 6.5 µM; AML12 mouse hepatocytes, oleate lipid droplets; 240,000 tested, 0.4% active; AID 1656, 2009;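 active means lipid droplet intensity inhibited by at least 50%, with more than 500 cells counted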
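System: AML12 hepatocytes (mouse). Probe or stimulus: oleic acid at 100 µM to induce lipid droplet formation. Times: overnight treatment with compound plus oleate. Detection: Image-based BODIPY and DAPI two-channel analysis. Evaluation: percent inhibition of filter-corrected integrated lipid droplet intensity per well.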
Dynein cargo inh cytoplasmic EGFP – further read-out of Dynein cargo inh, marked with its call; z-score; measured here: cytoplasmic GR-EGFP intensity; active compounds read high
Dynein cargo inh nuclear GR-EGFP – second read-out of Dynein cargo inh, no call of its own (marks repeat the call); z-score; measured here: nuclear GR-EGFP intensity;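 lower value marks the stronger effect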
Dynein cargo inh cell count – recorded beside Dynein cargo inh, whose call it bears; z-score; measured here: cell count per field
Ins promoter up cell count – recorded beside Ins promoter up, whose call it bears; cell count; measured here: cytotoxicity, nuclei count;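 total cells summed across four imaged fields per well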
Lipid droplet cells 6.5 µM – also measured in Lipid droplet; calls as there; cell count; measured here: cell count, cytotoxicity flag;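 cells counted across two imaged fields per well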
b-catenin transl cell count 5 µM – second read-out of b-catenin transl, no call of its own (marks repeat the call); cell count; measured here: cell count, cytotoxicity flag
T cell modulator vesicle-bound % – second read-out of T cell modulator, no call of its own (marks repeat the call); double positive events, %; measured here: CD8+ vesicle-bound cell fraction;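 binding gate set so that unloaded-vesicle control wells show 10% double positive cells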
MT stabilizer Hoechst-high % – further read-out of MT stabilizer, marked with its call; % Hoechst-high responders; measured here: nuclear condensation Hoechst responders;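 share of cells brighter than vehicle mean plus two SD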
MT stabilizer cytotoxicity % – recorded beside MT stabilizer, whose call it bears; toxicity, %; measured here: cytotoxicity by cell density;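 0% = mean cell density of plate MIN control wells and 100% = no cells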
Myeloid diff 2 GFP+ MAC1+ % – also measured in Myeloid diff 2; calls as there; GFP+ MAC1+ double positive, %; measured here: differentiation confirmed by MAC1 staining
Numbers without * were called inactive; i = inactive; · = not tested or not shown. Outcome played no part in choosing rows, and some 3% of all compounds hit somewhere here.

cpd	mol	Dynein cargo inh cytoplasmic EGFP	Dynein cargo inh	Dynein cargo inh cell count	MT stabilizer cytotoxicity %	Lipid droplet cells 6.5 µM	b-catenin transl	Ins promoter up cell count	T cell modulator	Myeloid diff 2	T cell modulator vesicle-bound %
1	Cc1ccc(COCCN2CCN(S(=O)(=O)c3ccccc3)CCC2=O)cc1	-0.77	-0.43	1.5	·	715	-0.8	594	i	i	30
2	N#CC(C(=O)NC1CCCCC1)=C1CCCCC1	0.13	-0.73	0.73	2.1	628	2.7	1209	i	i	17
3	O=C(O)CCCN=CC1=C(O)CNC1=O	-0.12	0.42	-0.83	7.3	685	-3.1	·	i	i	36
4	COC(=O)c1ccc(CSc2nnc3n(Cc4ccccc4OC)c(=O)c4ccccc4n23)o1	·	·	·	·	·	-2.1	1128	i	i	22
5	CC(C)Nc1nc2n(c(=O)n1)CCN2C(C)C	-0.23	-0.29	-0.73	8.0	671	-0.6	1188	i	i	41
6	CCSc1nc(O)cc(=O)[nH]1	-0.2	0.35	-0.79	·	688	0.5	1013	i	i	26
7	C[C@@]12CC(=O)NC1N(C(=O)c1ccccc1)C(c1ccccc1OC(=O)c1ccccc1)C2 (stereo partly drawn)	0.012	-1.2	0.68	6.5	801	2.7	852	i	i	24
8	O=C(C1CC1)N1CCN(C(c2ccccc2)c2ccccc2)CC1	0.049	-0.55	0.64	6.5	779	-2.1	788	i	i	25
9	CC(C)Oc1ccc(OCCCN2CCCCCC2)cc1	-0.19	0.44	0.026	8.8	796	1.2	1009	i	i	47
10	CCOC(=O)N1CCN(C(=O)CN(c2cccc(C(F)(F)F)c2)S(=O)(=O)c2ccccc2)CC1	-0.23	0.36	-0.21	7.6	·	-3.3	1283	i	i	46

cpd	Ins promoter up	b-catenin transl cell count 5 µM	human PMI inhibition	Dynein cargo inh nuclear GR-EGFP	Myeloid diff 2 GFP+ MAC1+ %	MT stabilizer	MT stabilizer Hoechst-high %	TNAP activation fold	Lipid droplet
1	1.4	1101	·	-0.25	3.2	·	·	·	12
2	-0.24	483	2%	-0.6	0.7	4.7	2.0	1.1	-4
3	·	918	-12%	-0.3	0.0	1.2	1.6	1	0
4	-0.42	875	6%	·	7.8	·	·	1.1	·
5	0.18	1110	-4%	-0.017	0.7	1.5	1.4	1.1	0
6	0.1	1338	·	0.8	0.9	·	·	·	6
7	2.2	874	2%	-0.44	1.1	2.1	1.2	1	0
8	0.9	1115	8%	0.0092	6.6	1.0	1.0	1.1	5
9	-0.6	1138	-3%	0.27	0.8	1.7	1.5	1.1	-27
10	0.12	831	12%	0.37	2.4	4.4	2.3	1	·

Going on with the list.
cpd	mol	Dynein cargo inh cytoplasmic EGFP	Dynein cargo inh	Dynein cargo inh cell count	MT stabilizer cytotoxicity %	Lipid droplet cells 6.5 µM	b-catenin transl	Ins promoter up cell count	T cell modulator	Myeloid diff 2	T cell modulator vesicle-bound %
11	CCC(=O)NCc1c(C)c(C)n(Cc2ccccc2)c1-n1cccc1	-0.31	0.62	0.46	2.3	691	-2.3	1162	i	i	16
12	Cc1nn(Cc2ccccc2)c(C)c1C(=O)NCCN1C(=O)S/C(=C\c2ccc(F)cc2)C1=O	-0.27	-0.85	1.1	6.5	623	-2.2	1265	i	i	15
13	CCn1c(O)c(N=NC(=O)CNC(=O)/C=C/c2ccco2)c2ccccc21	-0.23	-0.92	0.4	14	603	-1.7	1576	i	·	6
14	COc1ccccc1Nc1nc(N)nc(CSc2nccc(C)n2)n1	-0.26	-0.69	0.44	9.5	766	0.6	1204	i	i	24
15	COc1ccc(Cn2c(N)c(C#N)c3nc4ccccc4nc32)cc1OC	-0.012	-0.85	0.83	7.7	728	·	968	i	i	26
16	COc1ccccc1NC(=O)c1ccc(NC(=O)CN2CCN(C(=O)c3ccco3)CC2)cc1	-0.26	0.18	-0.8	4.6	734	-0.1	1204	i	i	23
17	COc1ccccc1NS(=O)(=O)c1ccc(Cl)cc1	-0.26	-0.37	0.32	6.6	·	-1.4	1060	i	i	11
18	CCOC(=O)c1ccc(NNC(C)=O)c([N+](=O)[O-])c1	-0.22	0.71	-0.12	4.5	624	-0.5	1314	i	i	57
19	CCC(=O)NCCCOc1ccccc1	0.16	1	-1.1	5.5	·	0.2	1638	i	i	17
20	O=C(c1cccc(Br)c1)c1conc1C(=O)c1ccco1	-0.2	1.9	-1	3.5	706	·	1302	i	i	64

cpd	Ins promoter up	b-catenin transl cell count 5 µM	human PMI inhibition	Dynein cargo inh nuclear GR-EGFP	Myeloid diff 2 GFP+ MAC1+ %	MT stabilizer	MT stabilizer Hoechst-high %	TNAP activation fold	Lipid droplet
11	-0.61	1069	-2%	0.24	0.8	1.5	2.2	1.2	-3
12	0.23	610	-8%	-0.69	0.6	4.0	1.2	1	-2
13	1.2	986	1%	-0.46	·	2.2	2.0	1	2
14	-0.86	1045	0%	-0.091	0.9	3.7	1.7	1.1	-2
15	-0.65	·	9%	-0.12	1.4	1.2	1.6	1.3	3
16	-0.32	1056	-12%	0.95	0.8	1.2	1.4	1.1	16
17	-0.55	1195	0%	0.47	7.5	1.6	2.9	1.1	·
18	0.45	1445	5%	0.39	0.3	3.6	1.6	0.9	1
19	-0.38	1389	-4%	1.5	1.4	2.7	3.9	1.1	·
20	0.69	·	2%	1.3	0.5	2.3	3.6	1.1	-2

Part of the list above in order of SMILES length, high to low:
cpd	mol	Dynein cargo inh cytoplasmic EGFP	Dynein cargo inh	Dynein cargo inh cell count	MT stabilizer cytotoxicity %	Lipid droplet cells 6.5 µM	b-catenin transl	Ins promoter up cell count	T cell modulator	Myeloid diff 2	T cell modulator vesicle-bound %
11	CCC(=O)NCc1c(C)c(C)n(Cc2ccccc2)c1-n1cccc1	-0.31	0.62	0.46	2.3	691	-2.3	1162	i	i	16
18	CCOC(=O)c1ccc(NNC(C)=O)c([N+](=O)[O-])c1	-0.22	0.71	-0.12	4.5	624	-0.5	1314	i	i	57
14	COc1ccccc1Nc1nc(N)nc(CSc2nccc(C)n2)n1	-0.26	-0.69	0.44	9.5	766	0.6	1204	i	i	24

cpd	Ins promoter up	b-catenin transl cell count 5 µM	human PMI inhibition	Dynein cargo inh nuclear GR-EGFP	Myeloid diff 2 GFP+ MAC1+ %	MT stabilizer	MT stabilizer Hoechst-high %	TNAP activation fold	Lipid droplet
11	-0.61	1069	-2%	0.24	0.8	1.5	2.2	1.2	-3
18	0.45	1445	5%	0.39	0.3	3.6	1.6	0.9	1
14	-0.86	1045	0%	-0.091	0.9	3.7	1.7	1.1	-2

Remaining list, next part
cpd	mol	Dynein cargo inh cytoplasmic EGFP	Dynein cargo inh	Dynein cargo inh cell count	MT stabilizer cytotoxicity %	Lipid droplet cells 6.5 µM	b-catenin transl	Ins promoter up cell count	T cell modulator	Myeloid diff 2	T cell modulator vesicle-bound %
21	O=C(OCCN=C1NS(=O)(=O)c2ccccc21)c1cccnc1	-0.14	-1.1	1.9	8.0	·	5.7	1173	i	i	36
22	CCOC(=O)/C(=N\Nc1ccc(Cl)cc1)c1csc(Nc2ccccc2)n1	0.45	-0.076	0.7	3.1	880	-0.5	885	i	i	7
23	COc1ccccc1CNC(=O)c1c(-c2ccccc2)nn(-c2ccccc2)c1C	-0.095	-0.59	0.99	7.9	833	·	935	i	i	54
24	Nc1c(C(=O)N2CCCCC2)sc(=S)n1-c1ccccc1	-0.31	0.13	1	18	636	0.2	1509	i	i	14
25	COc1ccc(OC)c(NC(=O)C2CCCN(S(=O)(=O)c3cccc4nsnc34)C2)c1 (stereo not drawn)	0.99	-0.052	0.26	5.4	·	1.1	1530	i	i	50
26	CC(OC(=O)c1cc2c(ccc3ccccc32)oc1=O)c1nc2ccccc2s1 (stereo not drawn)	-0.17	-0.41	1.2	9.9	685	1.7	1005	i	i	47
27	CCO[C@@H]1OC(C(=O)NCc2ccccc2)=C[C@H](C)[C@H]1CCCO	-0.12	2.4	-2.2	0.1	688	2.0	1332	·	i	·

cpd	Ins promoter up	b-catenin transl cell count 5 µM	human PMI inhibition	Dynein cargo inh nuclear GR-EGFP	Myeloid diff 2 GFP+ MAC1+ %	MT stabilizer	MT stabilizer Hoechst-high %	TNAP activation fold	Lipid droplet
21	-0.17	1398	-2%	-0.44	0.7	2.2	2.0	1.1	·
22	-0.79	1079	11%	0.76	0.7	2.7	1.8	1	29
23	-1.1	·	2%	-0.23	0.1	1.8	0.8	1.2	12
24	-0.23	1114	58%*	0.02	1.3	2.4	2.4	1.1	-1
25	-1.4	1363	-2%	-0.26	1.3	6.5	2.0	1.1	·
26	-0.04	1090	7%	0.14	0.6	2.8	3.8	1.1	10
27	0.21	1003	8%	2	0.6	1.7	0.5	1	8

Compound activity deposited in PubChem BioAssay by several laboratories.
